High-throughput results deposited in PubChem by National Center for Advancing Translational Sciences (NCATS).
GAA inhib: alpha-glucosidase (human) inhibition; Potency, µM (titrated, usually from 76.9 µM), inactives show top-dose activity change, negative = inhibition, usual class: inhibitors; 0.005% of 200,000 active; purified human GAA, 4-MU-alpha-glucoside fluorescence; P10253;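 further: plate controls were uninhibited enzyme wells for no effect and no-enzyme background for full effect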
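Human alpha-glucosidase, 4 nM, pre-mixed with test compounds before 400 uM 4-methylumbelliferyl substrate; 20 min room temperature at pH 5.0. Fluorescence read after pH 10 stop; AC50 values from Hill-equation fits.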
L3MBTL1 inh: L3MBTL1 (human) inhibition; Potency, µM (titrated, usually from 57.1 µM), inactives show at the highest dose activity, negative = inhibition, hits mostly inhibitors; Q9Y468; AlphaScreen L3MBTL1–H3K9me1 peptide binding; 0.66% of 230,000 active; further: nearly all actives have a fitted effect of over 60% in size
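AlphaScreen assay: L3MBTL1 (50 nM final) was preincubated 30 min at room temperature with biotinylated H3(1-15)K9me1 peptide (75 nM final), then 30 min with library compounds; streptavidin donor and nickel chelate acceptor beads (10 ug/mL final) added, 30 min dark.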
TRb SRC2 PPI: inhibitors of human thyroid hormone receptor beta-SRC2 interaction | Potency, µM (top dose mostly 106 µM), for inactives: at the highest dose activity change, negative = inhibition, most hits filed as inhibitors | P10828 | TRbeta-SRC2 peptide binding, fluorescence polarization; receptor liganded with 1 µM T3 | 0.065% of 280,000 active;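 further: plate controls were bound peptide for no effect and peptide without receptor for full effect; nearly all actives have a fitted effect of over 50% in size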
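Fluorescence polarization of 20 nM Texas Red SRC2 peptide with 0.6 uM human TRb ligand-binding domain, in Tris buffer with 1uM T3 and 5% DMSO. Incubated 5 hr ambient; normalized to unbound and bound controls.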
RECQ1 helicase: inhibitors of human RECQ1 DNA helicase; P46063; RECQ1 DNA unwinding, red fluorescence kinetic read; Potency, µM (doses to about 57.3 µM), inactives show top-dose activity, negative = inhibition, most hits filed as inhibitors; 0.54% of 240,000 active; AID 2549;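 further: plate controls were vehicle for no effect and no enzyme for full effect; nearly all actives have a fitted effect of over 30% in size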
Target sequence (P46063 whole entry, looked up): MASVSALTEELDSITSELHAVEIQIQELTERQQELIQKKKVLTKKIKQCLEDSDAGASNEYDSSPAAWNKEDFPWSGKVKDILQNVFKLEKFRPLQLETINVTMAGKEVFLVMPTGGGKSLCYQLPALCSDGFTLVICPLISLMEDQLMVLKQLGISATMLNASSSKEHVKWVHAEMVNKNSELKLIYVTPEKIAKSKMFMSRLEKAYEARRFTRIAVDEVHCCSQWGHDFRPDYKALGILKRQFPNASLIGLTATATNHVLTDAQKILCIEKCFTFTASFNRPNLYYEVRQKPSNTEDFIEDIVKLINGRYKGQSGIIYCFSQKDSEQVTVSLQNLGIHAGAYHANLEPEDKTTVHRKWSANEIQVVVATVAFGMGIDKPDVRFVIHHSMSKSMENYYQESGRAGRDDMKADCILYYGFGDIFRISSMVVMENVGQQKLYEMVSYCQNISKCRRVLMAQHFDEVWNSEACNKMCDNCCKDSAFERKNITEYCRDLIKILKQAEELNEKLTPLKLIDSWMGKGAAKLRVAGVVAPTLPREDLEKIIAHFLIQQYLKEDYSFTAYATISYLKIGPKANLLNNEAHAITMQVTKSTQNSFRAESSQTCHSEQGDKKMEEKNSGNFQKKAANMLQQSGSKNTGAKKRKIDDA
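RECQ1T1 50 nM; forked duplex (20 bp + 30-nt ss tails) 200 nM, ATP 2 mM final; pH 8.0, 2 mM MgCl2, 2.5 ug/ml poly(dI-dC); 15 min compound preincubation; discontinuous kinetic read over 2 h at RT.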
GoLoco inh red: RGS12 GoLoco-Gai1 interaction inhibition. P63096. Gai1:RGS12 GoLoco peptide FP, rhodamine, 10 min. Potency, µM (series often up to 61.6 µM), inactives show at the highest dose activity, negative = inhibition, most hits filed as inhibitors. 0.44% of 230,000 active. AID 880; active means well fitted inhibition curve with a large enough effect, not every such curve was filed as active; inactive means no such curve, though single readings can be large or run the other way; further: nearly all actives have a fitted effect of over 30% in size; many of its hits are not listed in these tables
Target sequence (P63096 whole entry, looked up): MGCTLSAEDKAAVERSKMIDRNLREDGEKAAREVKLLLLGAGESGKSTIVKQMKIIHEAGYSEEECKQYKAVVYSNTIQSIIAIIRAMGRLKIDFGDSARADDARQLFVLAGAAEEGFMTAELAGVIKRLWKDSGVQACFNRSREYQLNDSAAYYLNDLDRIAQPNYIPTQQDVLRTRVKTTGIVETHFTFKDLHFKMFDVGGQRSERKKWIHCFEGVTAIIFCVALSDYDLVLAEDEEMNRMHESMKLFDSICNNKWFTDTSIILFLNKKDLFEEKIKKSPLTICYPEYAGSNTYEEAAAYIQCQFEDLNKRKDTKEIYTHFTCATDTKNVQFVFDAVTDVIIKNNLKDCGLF
GAA glycogen: alters human alpha-glucosidase cleavage of glycogen; 0.38% of 300,000 active; AID 2100; P10253; Potency, µM (titrated, usually from 76.4 µM), without a hit: top-dose activity change, negative = inhibition, actives largely listed as inhibitors; recombinant GAA, glycogen substrate, Amplex Red glucose oxidase fluorescence;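 further: 0% = full enzyme reaction and -100% = no-enzyme basal signal; the screen sought inhibitors and activators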
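Recombinant human enzyme (4 nM); glycogen substrate; 37 C, 40 min, pH 5.0. Readout: coupled glucose oxidase/Amplex Red fluorescence.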
aGlu spleen mod: inhibits or activates alpha-glucosidase in human spleen homogenate; P10253; human spleen homogenate, 4-MU-alpha-glucoside fluorescence; Potency, µM (doses to about 79.9 µM), for the others: at the highest dose activity change, negative = inhibition, most hits filed as inhibitors; 0.006% of 240,000 active; AID 2112;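 further: 0% = enzyme with vehicle and -100% = no enzyme basal signal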
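Compounds were titrated against alpha-glucosidase in spleen homogenate at pH 5.0, with 1 mM 4-methylumbelliferyl substrate for 40 min at 37 C. Reactions were quenched with pH 10 NaOH/glycine and fluorescence measured.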
TexasRed fluor: counter-screen for TRb-SRC2 inhibitors: fluorescence interference. TRb/SRC2 Texas Red total fluorescence interference. 0.29% of 280,000 active. Potency, µM (doses to about 106 µM), inactives show at the highest dose fluorescence change, negative = quenching; active means well fitted curve in either direction with a large enough effect; inconclusive means small, poorly fitted or top-dose-only effect
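Human TRb ligand-binding domain at 0.6 uM with 20 nM Texas Red SRC2 peptide in Tris buffer containing 1 uM T3 and 5% DMSO, incubated with compound 5 h at ambient temperature. Total fluorescence (555/632 nm) calculated as parallel + 2 × perpendicular.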
* hit, by the source's call; i = inactive; ? = inconclusive; nt = not tested or not shown; & = joins results of further samples; [ ] = another dose, or the depositor's remark. Unless noted, the call rests on the fitted dose curve; in most records, active means well fitted curve in the direction sought with a large enough effect; inconclusive means small, poorly fitted or top-dose-only effect, or another doubt; inactive means no such curve, though single readings can be large; an effect the other way counts as inactive or inconclusive. Unless noted, on the % scale 0 is the no-effect control and ±100 the full control effect; potency means the concentration at half of the fitted maximal effect. The list is partial (hit frequency here may not be typical).

Order of values – GAA inhib, L3MBTL1 inh, TRb SRC2 PPI, RECQ1 helicase, GoLoco inh red, GAA glycogen, aGlu spleen mod, TexasRed fluor
O=C(O)C1C2C=CC(CC2)C1C(=O)O (centres undefined)
→ -1%, nt, -4%, -6%, -5%, -2%, 0%, 1%
COc1ccccc1NC(=O)CSc1nnnn1-c1ccc2c(c1)OCO2
→ -5%, -8%, -6%, -2%, -9%, 1%, -7%, -1%
CCC(=O)Nc1c(-c2cccs2)c(=O)c2ccccc2n1C
→ -4%, nt, 3%, 3%, 7%, -7%, -12%, 0%
COc1ccc(Nc2ccc(S(=O)(=O)N3CCCCC3)cc2[N+](=O)[O-])cc1OC
→ -6%, ?, 0%, -6%, 11%, -1%, 4%, 0%
O=C(COC(=O)c1ccco1)Nc1ccccc1
→ -2%, -1%, -5%, -4%, 3%, 4%, 1%, 0%
Cc1ccc(-c2ccc(/C=C(\C#N)C(N)=S)o2)c([N+](=O)[O-])c1
→ nt, -14%, 1%, -7%, 4%, -16%, 9%, 1%
O=C(CCNC(=O)c1ccc(Cl)cc1)Nc1ccc(F)cc1F
→ -15%, -3%, -1%, i, 4%, -4%, 4%, -1%
CN(C(=O)/C=C/c1ccco1)c1ccccc1C(=O)O
→ 0%, nt, -1%, -10%, 3%, 6%, 0%, 1%
CCN(C(=O)Cn1c(=O)n2nc(CCn3nc(C)cc3C)nc2c2ccccc21)c1cccc(C)c1
→ -8%, -4%, 8%, -2%, 11%, -15%, 0%, -1%
CCC1=NN2C(=N)/C(=C\c3cccn3-c3ccc(OC)cc3)C(=O)N=C2S1
→ -5%, -23%, -4%, i, 10%, -11%, nt, -1%
COC(=O)c1sc(-c2ccc(C(C)(C)C)cc2)cc1NC(=O)CSCC(=O)O
→ nt, nt, -4%, 19%, 5%, 3%, -6%, -1%
COc1ccc2cc(C(=O)C3CCCN(C(=O)c4cc(=O)n(C)c(=O)n4C)C3)ccc2c1 (centres undefined)
→ 10%, 4%, 3%, -2%, 1%, 7%, 7%, -2%
CCc1ccc(OCCCC(=O)Nc2ccc(N3CCCCC3)cc2)cc1
→ -20%, 0%, 3%, i, -28%, 3%, 2%, 2%
CN1C(=O)C(CC(=O)Nc2ccc3c(c2)Cc2ccccc2-3)N(C)C1=O (centres undefined)
→ -4%, 42%[activator][11.4 µM], 5%, -1%, 18%, -5%, -3%, -2%
CC1CC(C)CN(CCCNC(=O)Cc2c(C(=O)O)n(C)c3ccccc23)C1 (centres undefined)
→ -4%, nt, 4%, -12%, 0%, -3%, -4%, -5%
C/C(=N/NC(=O)CNc1ccc(Cl)cc1C)c1ccc(C)cc1
→ 2%, nt, -7%, -8%, 9%, -12%, 5%, -1%
CC(C)Oc1ccc(C2C(C#N)=C(N)Oc3c2oc(CO)cc3=O)cc1 (centres undefined)
→ -1%, nt, 0%, -1%, -6%, 6%, 3%, -1%
CC(=O)Nc1cccc(/C(C)=N/NC(=O)c2cc(-c3ccncc3)nc3ccccc23)c1
→ nt, -4%, 1%, -4%, 8%, 0%, 5%, -5%
CCOc1ccc2[nH]c(=O)c(CN(Cc3nnnn3Cc3ccccc3)CC3CCCO3)cc2c1 (centres undefined)
→ ?, -7%, -22%, i, -12%, -3%, 14%, 0%
c1ccc2[nH]c(-c3cscn3)nc2c1
→ -3%[15.4 µM], -5%, 9%, -7%, -2%, 5%, 5%, -1%
CNC(=O)/C(=C\c1ccc2c(c1)OCO2)NC(=O)c1ccc(Br)cc1
→ 5%, 3%, -2%, -2%, 2%, -5%, 6%, 0%
COC(=O)c1sccc1NC(=O)CSc1ccccc1NS(=O)(=O)c1ccc(Cl)cc1
→ -7%, -2%, -5%, -7%, 14%, -3%, -13%, -2%
O=C(O)CCCNS(=O)(=O)c1cccs1
→ 4%, 3%, -5%, -9%, -8%, 1%, -4%, 0%
OCCNC(=S)c1ccccc1
→ nt, 9%, 4%, -11%, 2%, -2%, -3%, 0%
O=C(Nc1cccc([N+](=O)[O-])c1)c1[nH]ncc1Cl
→ 4%, -2%, 4%, -18%, 7%, -9%, -9%, -2%
COc1ccc(CNC(=O)CCn2c(=O)oc3ccccc32)cc1
→ -4%, -2%, -11%, 2%, -4%, -5%, 0%, 1%
CCOP(=O)(c1ccc(N(C)C)cc1)C(O)c1ccccc1OC (centres undefined)
→ 2%, 15%[11.4 µM], 2%, 0%, -26%, 5%, -10%, 1%
CC12CNCC(C)(CN(C3(O)C(=O)Nc4ccc(Br)cc43)C1)C2=O (centres undefined)
→ ?, 34%[activator], 0%, i, -2%, -6%, -10%, -1%
C=CCn1c2ccccc2c2nnc(SCC(=O)Nc3c(C)n(C)n(-c4ccccc4)c3=O)nc21
→ -11%, -21%, 7%, -26%, -8%, 4%, 0%, -4%
COc1ccc(C(=O)NCC(=O)N/N=C/c2ccc([N+](=O)[O-])o2)cc1OC
→ nt, -12%, -1%, -3%, 4%, -7%, 3%, -1%

Next section, starting with the last two of the part before.
Order of values – GAA inhib, L3MBTL1 inh, TRb SRC2 PPI, RECQ1 helicase, GoLoco inh red, GAA glycogen, aGlu spleen mod, TexasRed fluor
C=CCn1c2ccccc2c2nnc(SCC(=O)Nc3c(C)n(C)n(-c4ccccc4)c3=O)nc21
→ -11%, -21%, 7%, -26%, -8%, 4%, 0%, -4%
COc1ccc(C(=O)NCC(=O)N/N=C/c2ccc([N+](=O)[O-])o2)cc1OC
→ nt, -12%, -1%, -3%, 4%, -7%, 3%, -1%
Cc1cc(Cl)c(S(=O)(=O)N2CCSCC2)cc1OCC(=O)NC1CCCCC1
→ -2%, nt, -10%, -2%, -2%, -1%, -11%, 1%
CNC(=S)N1N=C(c2ccc(C)cc2)CC1c1cc(OC)ccc1OC (centres undefined)
→ 3%, ?, 4%, ?, -3%, 5%, 3%, -1%
CCO[C@H]1OC(C(=O)NCc2ccccc2)=C[C@@H](c2ccccc2)[C@@H]1CCCO
→ nt, 13%, -8%, -7%, 0%, -4%, -10%, -1%
CC1Sc2ccccc2N(CC(=O)N(C(C)C)C(C)C)C1=O (centres undefined)
→ -10%, nt, 7%, -1%, 3%, 5%, -5%, -2%
N#CC1=C(N)OC2=C(C(=O)CCC2)C12CCC1(CC2)OCCO1
→ 14%, -5%, -4%, -4%, -1%, -2%, -13%, -2%
CCOC(=O)N1CCN(S(=O)(=O)c2ccc(C(=O)Nc3sc4c(c3C#N)CCC4)cc2)CC1
→ -4%, -2%, 1%, -25%, 54%[activator], 2%, 8%, 5%
COc1ccccc1N1CC(C(=O)OCC(=O)c2ccc(F)cc2)CC1=O (centres undefined)
→ -9%, 4%, 2%, 2%, 2%, -2%, 6%, -5%
CCC(C)c1ccc(NC(=O)COC(=O)c2nc3nccc(C)n3n2)cc1 (centres undefined)
→ 3%, 8%[11.4 µM], -3%, -6%, 12%, -7%, 3%, -2%
CCOC(=O)c1ccc(NC(=O)c2nc[nH]c2C(=O)N(CC)CC)cc1
→ nt, nt, -5%, -14%, 3%, 5%, 5%, 1%
O=C(CN1CCc2ccccc2C1)NCC(=O)Nc1ccc(F)cc1
→ -16%, nt, -6%, 4%, 4%, 4%, -9%, -1%
O=C(O)CNC(=S)N(Cc1ccccc1)Cc1cccnc1
→ -1%, 0%, 0%, i, -1%, -5%, -10%, -3%
CO[C@@H]1COC(=O)[C@H](COCc2ccccc2)NC(=O)C/C=C\[C@@H](C)[C@H](OC)COC(=O)[C@@H](C)NC(=O)C/C=C\[C@H]1C
→ nt, nt, -2%[11.2 µM], -1%[11.5 µM], nt, nt, 5%[17.4 µM], 1%[11.2 µM]
C#CCn1c(=O)c2c(nc(/C=C/c3cccc(OC)c3)n2C)n(CCCO)c1=O
→ nt, nt, 1%, 0%, nt, nt, 4%, 3%
COc1ccc(Cl)cc1NC(=O)Nc1ccccc1SC
→ -2%, -5%, -1%, -9%, 3%, -7%, -4%, -2%
COc1cc(NC(=O)c2ccc3c(c2)OCCO3)ccc1NC(=O)c1cccs1
→ 12%, 0%, 1%, -3%, 2%, -11%, 2%, -2%
NC(=O)NCc1ccccc1F
→ nt, 7%, -6%, 13%, 7%, 0%, 2%, 0%
COC(=O)c1sccc1OCc1cccc(OC)c1
→ -12%, nt, 4%, i, 3%, -3%, 0%, -1%
CC(=O)Nc1ccc2nc(NC(=O)COc3ccccc3Cl)sc2c1
→ 6%, -2%, 8%, -8%, -4%, 6%, 5%, -1%
CCn1c(SCC(=O)Nc2cccc(C)n2)nc2c1c(=O)n(C)c(=O)n2C
→ -5%, -1%, 4%, 6%, 8%, 0%, 2%, -1%
Nc1c(C(=O)O)sc2nc(-c3ccccc3)cc(-c3ccc(F)cc3)c12
→ nt, 0%, 3%, i, 16%, -25%, 9%, 3%
COc1ccc2nc(C)cc(C(=O)O)c2c1
→ -1%, 6%, 6%, i, -9%, -12%, 5%, 1%
CC(C)n1c(N2CCN(C(=O)Nc3ccccc3)CC2)nc2ccccc21
→ 2%, -6%, -2%, -2%, 4%, -11%, -8%, 0%
O=C(Cc1ccc([N+](=O)[O-])cc1)Nc1nnc(C2CC2)s1
→ 4%, -3%, 0%, -10%, -1%, 5%, -16%, 0%
CC1=CC(c2ccc(Cl)cc2)n2nc(NC(=O)c3ccccc3)nc2N1 (centres undefined)
→ -5%, nt, -19%, i, 10%, 27%, -2%, 0%
O=C(Cn1nnc(-c2ccccc2F)n1)Nc1ccc2c(c1)OCO2
→ -9%, -6%, -16%, -7%, 12%, 8%, -18%, -2%
CC(n1cnnn1)C12CC3CC(CC(C3)C1)C2 (centres undefined)
→ ?, -2%, -12%, -6%, 10%, 3%, -11%, 0%
COC(=O)[C@H]1[C@H]2C[C@@H]3c4[nH]c5cc(OC)ccc5c4CCN3C[C@H]2C[C@@H](OC(=O)c2cc(OC)c(OC)c(OC)c2)[C@@H]1OC
→ nt, ?, 6%, -10%&-4%, 1%&24%, nt, -13%&-7%, 4%
O=C(NC(=O)c1ccccc1O)c1ccc2c(c1)CCO2
→ nt, nt, -8%, 2%, 6%, 5%, 2%, -5%
Cc1ccc(C(=O)N2N=C(CC(C)C)CC2(O)C(F)(F)F)o1 (centres undefined)
→ -3%, nt, 5%, -5%, 4%, 3%, -3%, 0%
Cc1cccc(/N=C/c2c(O)c3ccccc3oc2=O)n1
→ -2%, nt, -2%, i, 36%[activator], 3%, -11%, -1%
